Source: PubChem BioAssay (National Center for Advancing Translational Sciences (NCATS))
KDM5B inhibitor: inhibitors of human KDM5B histone demethylase. 220,000 compounds, 2.6% hits. AID 1347165. Potency, µM (highest dose often 57.7 µM), inactives show at the top dose activity change, negative = inhibition, actives largely listed as inhibitors. KDM5B demethylase, FDH-coupled NADH fluorescence (FDH is formaldehyde dehydrogenase). Q9UGL1; active = well fitted inhibition curve with a large enough effect; inconclusive = small, poorly fitted or top-dose-only effect; inactive = no such curve, though single readings can be large or run the other way; also: 0% is about no effect; nearly all actives have a fitted effect of over 70% in size
Target sequence (Q9UGL1 whole entry, looked up): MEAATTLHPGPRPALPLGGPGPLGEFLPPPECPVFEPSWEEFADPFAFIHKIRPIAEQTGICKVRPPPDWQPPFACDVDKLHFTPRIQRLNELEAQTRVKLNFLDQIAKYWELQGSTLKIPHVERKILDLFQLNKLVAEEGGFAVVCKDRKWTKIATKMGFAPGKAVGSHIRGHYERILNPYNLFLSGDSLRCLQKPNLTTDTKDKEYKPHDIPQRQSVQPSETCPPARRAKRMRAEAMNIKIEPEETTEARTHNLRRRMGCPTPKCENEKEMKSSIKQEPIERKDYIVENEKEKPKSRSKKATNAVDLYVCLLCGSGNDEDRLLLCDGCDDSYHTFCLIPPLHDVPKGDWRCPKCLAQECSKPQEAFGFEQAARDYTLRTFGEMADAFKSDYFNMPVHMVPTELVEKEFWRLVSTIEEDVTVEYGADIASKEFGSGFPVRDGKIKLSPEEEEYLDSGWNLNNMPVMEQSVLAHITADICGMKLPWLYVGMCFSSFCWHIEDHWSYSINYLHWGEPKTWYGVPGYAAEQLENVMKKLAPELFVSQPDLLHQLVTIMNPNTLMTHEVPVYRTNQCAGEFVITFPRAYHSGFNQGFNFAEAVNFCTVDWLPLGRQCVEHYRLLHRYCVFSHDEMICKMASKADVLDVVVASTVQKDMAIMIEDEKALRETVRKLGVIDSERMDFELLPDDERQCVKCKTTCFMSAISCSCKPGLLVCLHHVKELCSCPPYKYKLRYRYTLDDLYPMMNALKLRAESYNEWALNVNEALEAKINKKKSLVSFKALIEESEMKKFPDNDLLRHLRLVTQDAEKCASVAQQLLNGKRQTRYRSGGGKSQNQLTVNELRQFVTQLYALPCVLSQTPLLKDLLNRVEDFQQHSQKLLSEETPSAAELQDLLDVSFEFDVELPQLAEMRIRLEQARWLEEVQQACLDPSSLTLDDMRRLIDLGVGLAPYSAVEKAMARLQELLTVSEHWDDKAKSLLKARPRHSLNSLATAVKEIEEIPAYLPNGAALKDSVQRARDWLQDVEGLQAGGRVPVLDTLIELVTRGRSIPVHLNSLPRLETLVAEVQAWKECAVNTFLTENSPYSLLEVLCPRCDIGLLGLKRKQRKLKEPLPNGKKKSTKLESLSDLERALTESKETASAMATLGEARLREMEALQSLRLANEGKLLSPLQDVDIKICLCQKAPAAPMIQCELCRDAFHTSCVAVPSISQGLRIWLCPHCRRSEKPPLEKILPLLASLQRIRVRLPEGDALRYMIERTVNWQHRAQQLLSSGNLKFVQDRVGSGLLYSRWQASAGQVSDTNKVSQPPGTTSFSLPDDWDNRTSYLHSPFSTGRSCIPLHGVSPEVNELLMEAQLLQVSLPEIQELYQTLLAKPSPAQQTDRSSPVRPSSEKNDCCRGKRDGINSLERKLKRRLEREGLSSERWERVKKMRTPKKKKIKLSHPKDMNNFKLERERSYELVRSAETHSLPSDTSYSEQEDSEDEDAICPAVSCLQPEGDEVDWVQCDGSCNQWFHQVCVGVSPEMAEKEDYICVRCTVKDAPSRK
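Compound dilutions met 200 nM (final) KDM5BΔAP for 10 min at room temperature before substrate addition. The substrate mix held 12.5 µM H3K4me3 with cofactors 25 µM α-ketoglutarate and 50 µM Fe²⁺. NADH signal gain over 30 min defined activity.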
Numbers without * were called inactive; i = inactive; ? = inconclusive; [ ] = remark or other dose. Potency is read from the fitted curve at half-maximal effect. These rows are one share of the data; count on the stated rates, not on these rows.

SMILES	KDM5B inhibitor
O=C(CN1CC2CC(C1)[C@H]1CCCC(=O)N1C2)N1CCc2ccccc21 (stereo partly specified)	-7.4%
COc1ccc(Oc2cc(CNS(=O)(=O)N3CCOCC3)ccn2)cc1	-6.5%
COc1ccc(CN2Cc3cc(NC(=O)Cc4ccc(F)cc4)ccc3OCC2=O)c(OC)c1	-10.6%
CCc1ccc(OCc2nnc(SCc3cccc(C(F)(F)F)c3)n2CC(C)C)cc1	-22.5%
COc1cc(C(CC(=O)Nc2ccc(C)c(F)c2)N2Cc3ccccc3C2=O)cc(OC)c1OC (stereo unspecified)	1.6%
Cc1ccccc1CS(=O)(=O)N1CCC(C(=O)NC23CC4CC(CC(C4)C2)C3)CC1	-10.9%
Cc1ccc(C2Cn3nnc(-c4nc(-c5cccc(Cl)c5)no4)c3CO2)c(C)c1 (stereo unspecified)	9.6%
FC(F)(F)c1cccc(-c2csc(-c3ccncc3)n2)c1	?
CCn1c(SCc2ccc(F)cc2Cl)nnc1-c1ccccn1	15.4%
CCOc1ccc2nc(N3CCCC(C(=O)Nc4ccc(CC)cc4)C3)sc2c1 (stereo unspecified)	4.1%
COc1ccc(NC(=O)CN2CCN(Cc3ccc(F)cc3)S2(=O)=O)cc1Cl	8.4%
CCS(=O)(=O)N1CCc2cc(C(=O)NCCc3ccccc3)ccc21	?
Cc1ccc(NC(=O)N2CCC(N3CC4CC(C3)[C@H]3CCCC(=O)N3C4)CC2)cc1 (stereo partly specified)	-18.8%
COCC(=O)N[C@H]1C[C@@H](Cc2cc(-c3ccc(OC)cc3)on2)C1(C)C	6.2%[86.2 µM]
COc1cccc(CNC(=O)c2nc(-c3ccccc3)oc2C)c1	8.5%
COCc1nncn1C1CCN(C(=O)c2ccc(F)c(Cl)c2)CC1	14.7%
COc1cc(OC)cc(C(=O)Nc2ccc3c(c2)CN(Cc2ccccc2)C(=O)C(C)O3)c1 (stereo unspecified)	?
COc1ccc(-c2ccc(CCC(=O)O)n2-c2cc(Cl)ccc2O)cc1	?
CC(Cn1cccn1)NC(=O)c1cc(Cl)c2c(c1)OCCO2 (stereo unspecified)	26.6%
Cc1cccc(Cc2c(C)nc3nc(SCc4ccccc4F)nn3c2C)c1	1.8%
O=C(CSc1nccc(-c2ccc(F)cc2)n1)Nc1ccc(OC(F)F)cc1	7.3%
CCN(CC)Cc1cnc2c(C(=O)NC3(C(N)=O)CCCC3)cnn2c1	?
CCc1cc(=O)n(CC(=O)Nc2ccc(OC)c(OC)c2)c(-c2cccc(F)c2)n1	15.7%
O=C(NCCc1csc2nc(-c3ccc(F)cc3)nn12)c1cccc(C(F)(F)F)c1	-14.9%
COc1ccc(N2C(=O)c3ccccc3NC2c2ccc(OC)c(CN3CCOCC3)c2)cc1 (stereo unspecified)	?
CCN(CC)S(=O)(=O)c1cccc(-c2nnc(SCC(N)=O)n2N)c1	11.0%
Cc1csc2nc(COc3ccc(-c4ccccc4)cc3Cl)cc(=O)n12	9.0%
COc1ccc(-c2nc3ccccc3s2)cc1NC(=O)c1cccc(F)c1	14.9%
Cc1cc(C)c(NC(=O)c2csc3c2CCCC3)c(C)c1	7.2%
COc1ccc(-c2noc([C@@H](C)NCc3ccc(C#N)cc3)c2C(=O)O)cc1	-5.1%[86.2 µM]
COc1ccc(-c2cc(C(=O)N3C[C@@H](Oc4ccccc4)C[C@H]3C(=O)NC3CC3)[nH]n2)cc1	11.5%
CSc1ccc(/C=N/Nc2ccc(Cl)cc2)cc1	-29.2%
O=S(=O)(Nc1nc2ccccc2nc1NCc1ccc2c(c1)OCO2)c1cccc(Cl)c1	5.8%
O=C(CSc1nnc2ccccn12)NNC(=O)c1ccc([N+](=O)[O-])cc1	-4.4%
Nc1nonc1C(=O)NCCNCc1ccc(Cl)c(Cl)c1	5.0%
O=C(O)c1cc(Br)cc(S(=O)(=O)N2CCOCC2)c1	-21.9%
Cc1cc(N2CCC3(CC2)CC(c2ccccc2)C(=O)N3C)ncn1 (stereo unspecified)	32.9%[activator]
CCN1C(=O)C(=O)N(CC(=O)Nc2cc(C)ccc2C)C1=O	22.3%
Cc1nc(SCC(=O)c2ccc(F)c(F)c2)[nH]c(=O)c1Oc1ccc(F)cc1	26.4%
COc1cccc(CN2CCOC3CCN(Cc4cccc(F)c4)CC3C2=O)c1 (stereo unspecified)	5.0%[86.2 µM]
Cc1ccc(-c2cnc(CCC(=O)Nc3ccc(F)cc3)o2)cc1C	-3.2%
CC[C@H]1CN(C(=O)c2ccccc2)CC[C@H]1CC(=O)N1CCC(C(N)=O)CC1	3.0%[86.2 µM]
CS(=O)(=O)N1CCOc2ccc(CCC(=O)NC3CCS(=O)(=O)C3)cc2C1 (stereo unspecified)	-19.1%
COC(=O)c1ccc(/C=C/C(=O)c2cccc(N3CCOCC3)c2)cc1	0.1%
Cc1ccc2[nH]c(=O)c3cc(C(=O)N4CCN(c5ccccc5F)CC4)sc3c2c1	4.7%
CC(=O)NCc1ccc(C(=O)CSc2ccc(NC(C)=O)cc2)cc1	6.1%
CCOC(=O)c1c(S(=O)(=O)N2CCCC(C(=O)Nc3ncccc3C)C2)c(C)n(C)c1C (stereo unspecified)	-19.3%
CCOC(=O)/C(C#N)=C/c1ccc(Br)s1	-29.7%
O=C(CN1CCCc2nc(C3CC3)ncc2C1=O)NCCCN1CCc2ccccc2C1	3.0%
COc1cccc(CNC(=O)N2CCC(c3cc(-c4cccc(OC)c4)n[nH]3)CC2)c1	-20.7%
COc1ccccc1C1CC(=O)Nc2c1sc(C(=O)O)c2-c1ccc(F)cc1 (stereo unspecified)	-5.9%
CC1(C)Cc2cccc(OCC(=O)OCC(=O)Nc3ccc(C(N)=O)cc3)c2O1	-1.1%
O=C(NC1CCN(c2cc(-c3ccccc3)[nH]n2)C1)c1ccc(F)c(Cl)c1 (stereo unspecified)	?
COCc1nc2nccc(-c3ccc(Br)s3)n2n1	i
O=C(NCc1ccc(F)cc1)c1nnc(Cc2cccc(F)c2)o1	-7.0%
COC(=O)c1scc(-c2ccc(C)cc2)c1S(=O)(=O)Nc1cccc(C)c1	-9.5%
Cc1ccc(C(C)NC(=O)Cn2cnc(C#N)n2)cc1C (stereo unspecified)	-1.9%
C/C(=N\NC(=O)c1cccs1)c1ccc2ccccc2c1	?
CCCS(=O)(=O)N1CC(Oc2ccccc2-c2noc(C)n2)C1	?
CC(=O)Nc1ccc(NC(=O)CN2C(=O)CC(c3ccco3)Sc3ccccc32)cc1 (stereo unspecified)	?

In the list so far, these contain an aryl thioether with sulfur outside any ring.
SMILES	KDM5B inhibitor
CCc1ccc(OCc2nnc(SCc3cccc(C(F)(F)F)c3)n2CC(C)C)cc1	-22.5%
CCn1c(SCc2ccc(F)cc2Cl)nnc1-c1ccccn1	15.4%
Cc1cccc(Cc2c(C)nc3nc(SCc4ccccc4F)nn3c2C)c1	1.8%
O=C(CSc1nccc(-c2ccc(F)cc2)n1)Nc1ccc(OC(F)F)cc1	7.3%
CCN(CC)S(=O)(=O)c1cccc(-c2nnc(SCC(N)=O)n2N)c1	11.0%
CSc1ccc(/C=N/Nc2ccc(Cl)cc2)cc1	-29.2%
O=C(CSc1nnc2ccccn12)NNC(=O)c1ccc([N+](=O)[O-])cc1	-4.4%
Cc1nc(SCC(=O)c2ccc(F)c(F)c2)[nH]c(=O)c1Oc1ccc(F)cc1	26.4%
CC(=O)NCc1ccc(C(=O)CSc2ccc(NC(C)=O)cc2)cc1	6.1%

(next part)
SMILES	KDM5B inhibitor
CCn1nnnc1SCc1cc(=O)oc2cc(C)ccc12	-3.9%
CC(=O)Nc1ccc(C)c(NC(=O)c2nc(-c3ccccc3)oc2C)c1	-8.2%
COc1ccccc1-c1cc(NCCc2ccccn2)c2onc(C)c2n1	5.0%[86.2 µM]
COc1ccc(OC)c(CCNC(=O)C(CCS(C)(=O)=O)N2Cc3ccccc3C2=O)c1 (stereo unspecified)	?
O=C(c1ccc2cc[nH]c2c1)N1CCC(Cc2nncn2CC2CC2)C1 (stereo unspecified)	?
Cn1cc(CN2C[C@H](C(=O)Nc3ccccn3)C[C@@H]2c2cccc(C(F)(F)F)c2)cn1	2.1%[86.2 µM]
CCN(C(=O)CCC(=O)NCCc1noc(-c2cccnc2)n1)c1ccccc1	-23.2%
COc1cc(C)ccc1OC(=O)C(C)Oc1ccc(Cl)cc1Cl (stereo unspecified)	11.9%
COc1ccccc1NC(=O)c1nc2ccccc2nc1N1CCOCC1	-1.3%
COc1ccc(OC2CCN(C(=O)C3CC3)CC2)c(C(=O)N2CCCCO2)c1	-10.7%
COc1cc(/C=N/NC(=O)CNS(=O)(=O)c2ccc(C)cc2)cc(OC)c1OC	4.4%
COc1cc(Cl)ccc1C(=O)N[C@@H]1CN(c2ncccn2)C[C@H]1CN(C)C	28.2µM*
COc1ccc2c(c1)CCC(C)N2C(=O)C(=O)c1c[nH]c2ccccc12 (stereo unspecified)	19.6%
O=C(NCC1CCCO1)N1CCc2c(nc3cc(-c4ccccc4Cl)[nH]n3c2=O)C1 (stereo unspecified)	20µM*
O=c1c2nc(NCc3ccccc3)ccc2ncn1Cc1ccccc1	?
Cc1cc(C)cc(C(=O)NCC(=O)N2CCCC2c2ccc(F)cc2)c1 (stereo unspecified)	2.0%
CS(=O)(=O)N1CC(c2nc(Cc3ccccc3)no2)C1	-1.8%
O=C(NC1CCN(c2cc(-c3cccs3)[nH]n2)C1)c1cccnc1 (stereo unspecified)	?
CC(=O)Nc1ccc(NC(=O)c2nccnc2-c2nc3ccccc3s2)cc1Cl	5.9%
c1ccc(OCc2cc(CC3(NC4CCC4)COC3)no2)cc1	6.1%[86.2 µM]
COc1ccc(C(=O)N2CCc3nc(C4CC4)nc(-c4ccc(OC)cc4)c3C2)cc1	-8.0%[115 µM]
Cc1ccc(CN(Cc2cccn2-c2nnc(N3CCCC3=O)s2)C(=O)Nc2ccccc2C(F)(F)F)cc1	-18.5%
O=C(CCc1nc2sc3c(c2c(=O)[nH]1)CCC3)NCc1cccc(C(F)(F)F)c1	4.9%
Cc1ccccc1N1CCN(C(=O)Cn2nc3n(c2=O)CCC(N)CC3)CC1 (stereo unspecified)	-22.7%
CN(C)c1cccc(C(=O)NCC2CCN(c3cc(-c4ccc(Cl)cc4)[nH]n3)CC2)c1	31.6µM*
COc1ccccc1-c1nnc(SCC(=O)N2CCCC2)o1	5.6%
CSCC(=O)NC(=O)NCc1ccco1	8.7%
CCOC(=O)c1cccc(NC(=O)c2ccc3c(c2)nnn3C2CCCC2)c1	?
COCCOc1cc(=O)n2c(c1C(=O)NC1CCCCCC1)CCOCC2	-10.0%
O=[N+]([O-])c1ccccc1O[C@@H]1O[C@H](CO)[C@H](O)[C@H](O)[C@H]1O	20.3%
O=C(NCC1CN(Cc2ccccc2)CCO1)C1CCCC1 (stereo unspecified)	22.4%
O=C(NCC(O)c1ccccc1)c1ccc(CNS(=O)(=O)c2ccccc2)cc1 (stereo unspecified)	14.2%
O=C(c1ccc(-n2cnnn2)cc1O)N1CCCC(CCc2ccc(F)cc2)C1 (stereo unspecified)	0.6%
CC(=O)CSc1ccc(S(=O)(=O)N2CCN(C)CC2)cn1	-10.2%
CC(C)C(=O)NC1CC(=O)N(c2ccc3c(c2)OCCO3)C1 (stereo unspecified)	-1.6%
COc1ccc(CN2C/C(=C/c3ccccc3)N3C(=O)C[C@@H](c4ccc5ccccc5c4)N=C23)c(OC)c1	-26.3%
O=C(c1cc(F)ccc1F)N1CCCCCC1c1nnc(-c2ccccc2)o1 (stereo unspecified)	36.3%
COc1ccc(-c2cc(N3CCN(C(=O)Cc4ccc(C)cc4)CC3)n[nH]2)cc1	-16.0%
O=C(C1CC1)N(C1CCOCC1)C1CCN(S(=O)(=O)c2cc(F)cc(F)c2)CC1	7.9%
COCCCNC(=O)C1c2ccccc2C(=O)N(C2CCCC2)C12CCCCC2 (stereo unspecified)	-0.5%
CCCN(C(=O)C(=O)Nc1ccc2nc3n(c(=O)c2c1)CCCCC3)c1ccc(OCC)cc1	-3.5%
COc1ccc(C(=O)CC(=O)C(=O)Nc2cc(Cl)c(OC)cc2OC)cc1	-29.4%
CC(On1nnc2ccc(Cl)cc21)C(=O)Nc1ccc(F)cc1F (stereo unspecified)	16.8%
Cc1cccc(CN2CCN(CC(=O)NCCc3ccc(Cl)cc3)C2=O)c1	0.9%
CCC1CCC/C1=N\NC(=O)c1ccncc1 (stereo unspecified)	15.9%
CCOc1ccccc1Oc1c(C(F)(F)F)oc2cc(OC(=O)C(C)C)ccc2c1=O	12.9%
COc1cc(OC)cc(N2C(=O)N(CC(=O)c3ccc(F)cc3)c3ccccc3S2(=O)=O)c1	0.0%
Clc1cnccc1CN1CCNc2cc(-c3ccccc3)ncc2C1	-29.5%[86.2 µM]
COCCCNc1oc(-c2ccc(COc3ccc(Cl)cc3)o2)nc1C#N	?
O=C(NC1CCCCC1)C1CN(C(=O)c2ccc(Br)o2)CC12CCOCC2 (stereo unspecified)	18.8%
CN(C)Cc1nnc(C2CC(NC(=O)CSCC3CC3)C2)n1C (stereo unspecified)	35.7%[activator]
O=C(NCc1ccc(F)cc1)c1ccc(N2CC3CC(C2)[C@H]2CCCC(=O)N2C3)nc1 (stereo partly specified)	?
CCN(C)Cc1cccc(CNC(=O)NC2CC2)c1	-15.1%
CCOc1ccccc1NC(=O)c1ncoc1-c1ccc(OC)cc1	4.6%
CCC(=O)N1CCC(Oc2nccnc2N2CCOCC2)C1 (stereo unspecified)	13.0%
CN1CCN(C(=O)[C@@H]2C[C@H](C(=O)O)CN(Cc3cccc(F)c3)C2)CC1	28.6%
